CHO-K1 Ca ag – counter-screen for M1 agonists: effect in parental CHO-K1 cells | Fluo-8 calcium fluorescence; scaled to maximal ATP response, vehicle zero | activation, % at 3 µM | 360,000 tested, 0.48% active | AID 602248, 2012; in the data active = activation above about 15%;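 note: untransfected CHO-K1 host cells lacking M1 receptor as counterscreen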
OXTR potentiate – human OXTR potentiators, primary screen, fluorescence, CHO-OTR cells, Fluo-8 calcium. Fluo-8 calcium fluorescence, potentiator mode; 0% = oxytocin EC15, 100% = EC100. activation, % at 3 µM. 320,000 tested, 0.061% active. AID 2445, 2010;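 active = activation above that plate's cutoff, the mean activation of tested compounds plus 3 SD, cut at about 6.6% in these data, passing the limit was not always enough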;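 note: 100% uses oxytocin at 75 nM as the full agonist control; some results filed as inactive read as strong as hits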
Target sequence (P30559 whole entry, looked up): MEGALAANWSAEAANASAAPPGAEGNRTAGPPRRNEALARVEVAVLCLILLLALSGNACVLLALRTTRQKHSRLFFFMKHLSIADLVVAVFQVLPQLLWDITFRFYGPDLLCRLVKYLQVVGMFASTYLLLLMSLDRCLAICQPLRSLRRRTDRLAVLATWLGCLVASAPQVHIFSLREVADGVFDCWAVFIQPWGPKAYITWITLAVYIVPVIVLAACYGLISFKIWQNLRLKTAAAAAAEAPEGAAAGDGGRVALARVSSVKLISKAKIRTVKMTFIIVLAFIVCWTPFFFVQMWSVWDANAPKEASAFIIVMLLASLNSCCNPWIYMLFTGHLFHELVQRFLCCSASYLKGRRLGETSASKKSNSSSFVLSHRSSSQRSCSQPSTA
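Replication – single well per compound, singlicate · Assay system – CHO cell line stably expressing human OTR · Timing – 6 min pre-incubation, 100 s read · Measure – normalized max/min fluorescence ratio, % activation · Doses – 3.0 µM, one dose · Detection – Fluo-8 calcium dye fluorescence · Probe or stimulus – oxytocin near EC15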
CHO parental Ca – ATP-evoked calcium signal inhibitors, parental CHO, primary screen, counter-screen for OX1R antagonist project, cell-based, fluorescence, Fluo-8 calcium dye; parental CHO-K1, ATP-induced calcium, Fluo-8 fluorescence; inhibition, % at 5.6 µM; 330,000 tested, 0.63% active; AID 463079, 2010;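 active = inhibition above that plate's mean sample inhibition plus 3 SD, cut at about 26% in these data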;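 note: 0% = ATP-challenged DMSO wells and 100% = DMSO wells without ATP; some compounds past the cut are filed as inactive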
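Assay system – parental CHO cells · Reagent – ATP stimulus · Detection – intracellular calcium via Fluo-8 no-wash fluorescent dye · Evaluation – percent inhibition of ATP-evoked calcium rise, normalized to controls · Controls – ATP wells versus no-ATP DMSO wells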
TAAR1 ag – human TAAR1 agonists, primary screen, Fluo-8 calcium fluorescence, CHO RD-HGA16 cells | 360,000 tested, 0.99% active | activation, % at 3 µM | Trace amine-associated receptor 1 (Homo sapiens), Q96RJ0 | vehicle wells 0%, saturating PEA agonist 100%;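 active = activation above the mean activation of all test compounds in the run plus 3 SD, cut at about 38% in these data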
Target sequence (Q96RJ0 whole entry, looked up): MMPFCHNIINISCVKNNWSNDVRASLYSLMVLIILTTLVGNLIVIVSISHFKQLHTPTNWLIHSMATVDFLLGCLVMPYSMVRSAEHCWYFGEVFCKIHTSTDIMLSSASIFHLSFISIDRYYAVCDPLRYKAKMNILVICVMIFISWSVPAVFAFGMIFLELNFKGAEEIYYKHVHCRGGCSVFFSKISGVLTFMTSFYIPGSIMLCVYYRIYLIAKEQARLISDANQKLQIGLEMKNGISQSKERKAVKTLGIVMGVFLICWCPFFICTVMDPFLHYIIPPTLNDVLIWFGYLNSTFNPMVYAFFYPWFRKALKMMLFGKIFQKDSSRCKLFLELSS
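Repeats: no replicates (n 1) | Material: CHO-derived RD-HGA16 cells with stable Gα16 and human TAAR1 | Technique: Kinetic Fluo-8 calcium fluorescence | Schedule: 17-24 h seeding, 75 min 37 °C dye, 30 min RT | Evaluation: % activation from peak over basal fluorescence ratio, DMSO-to-PEA scaled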
TAAR1 antagonist – human TAAR1 antagonists, primary screen, Fluo-8 calcium fluorescence, CHO RD-HGA16 cells; antagonist; Trace amine-associated receptor 1 (Homo sapiens), Q96RJ0; 360,000 tested, 1.5% active; AID 624466, 2012; inhibition, % at 3 µM;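 active = inhibition above a per-plate cutoff, the mean inhibition of test compounds on that plate plus 3 SD, cut at about 49% in these data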;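 note: 0% = DMSO plus EC80 beta-PEA response and 100% = DMSO alone without agonist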
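Assay system: RD-HGA16 CHO cells with stable hTAAR1 and Gα16 / Reagent: EC80 β-phenethylamine stimulus / Doses: 3 µM, single point / Timing: dye loading 75 min at 37 °C, then 30 min room temperature / Measured by: Fluo-8 intracellular calcium dye fluorescence, real-time kinetic reads / Controls: vehicle wells and EC80 agonist wells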
CHO-K1 Ca antag – counter-screen for M1 antagonists: effect in parental CHO-K1 cells; inhibition, % at 3 µM; ATP-induced calcium, Fluo-8 fluorescence; 360,000 tested, 0.6% active;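 active = inhibition above a per-plate cutoff, the plate's mean sample inhibition plus 3 SD, cut at about 24% in these data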;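 note: 0% = DMSO plus EC80 ATP and 100% = DMSO alone without ATP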
CHRM1 agonist – human M1 muscarinic receptor agonists, primary screen, Fluo-8 calcium fluorescence, CHO-K1 cells, HTS. Muscarinic acetylcholine receptor M1 (Homo sapiens), P11229. CHO-K1 hM1, agonist mode; 0% DMSO, 100% acetylcholine EC100. 360,000 tested, 0.33% active. activation, % at 3 µM;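 active = activation above the run's mean compound activation plus 3 SD, cut at about 16% in these data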;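 note: peak over basal fluorescence ratio within a 140 s kinetic read after compound addition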
M1 antag – human M1 muscarinic receptor antagonists, primary screen, CHO-K1 cells, Fluo-8 calcium fluorescence, 1536-well. AID 588852, 2011. inhibition, % at 3 µM. CHO-K1 hM1, ACh EC80 antagonist. 360,000 tested, 1.3% active. Muscarinic acetylcholine receptor M1 (Homo sapiens), P11229;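 active = percent inhibition above its own plate's cutoff, namely the mean of that plate's compound wells plus 3 SD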;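 note: peak over basal fluorescence ratio during 140 s after agonist addition; 0% = ACh EC80 plus DMSO and 100% = DMSO alone without agonist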
CHO-K1 Ca PAM – nonselective calcium activators in parental CHO-K1 cells, primary screen, counter-screen for M1 PAM project, cell-based, Fluo-8 calcium fluorescence, full deck, 1536-well. activation, % at 3 µM. 360,000 tested, 0.02% active. ATP EC20; 0% at ATP EC20, 100% at ATP max;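 active = activation above the run cutoff, the mean activation of all test compounds plus 3 SD, cut at about 40% in these data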;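 note: peak over basal fluorescence ratio in a 140 s read after ATP addition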
An asterisk follows results filed as active; . = no result given.

Screens in order – CHO-K1 Ca ag	OXTR potentiate	CHO parental Ca	TAAR1 ag	TAAR1 antagonist	CHO-K1 Ca antag	CHRM1 agonist	M1 antag	CHO-K1 Ca PAM
1: COc1ccc(C(CCNCc2ccc(F)cc2)c2ccc(F)cc2)cc1 (stereo not drawn)
    2.7	-9	-9	25	46	8	-1	8	2
2: CCOC(=O)NC(=O)/C(C#N)=C(/C)N(C)C
    0.1	-8	-10	6	11	1	-3	16	9
3: O=C1NC(=Nc2cccc(Cl)c2)SC1Cc1cccc(Cl)c1Cl (stereo not drawn)
    0.4	-9	4	5	1	-13	-4	-9	20
4: COc1ccccc1NC(=O)Nc1cccc(C)n1
    -0.1	.	.	6	2	-19	2	-8	22
5: C/C(CC(=O)NCc1ccc(Cl)cc1)=N\NC(=O)COc1ccc(C)cc1Br
    -0.3	-4	-25	2	-5	0	0	-13	-7
6: COC(=O)c1sc(=S)n(-c2ccccc2)c1N
    1.9	-4	8	9	-1	-5	-8	-5	20
7: O=C(CN1C(=O)NC2(CCCC2)C1=O)NNC(=O)c1ccc(Cl)cc1
    0.3	4	-3	1	-7	-14	-2	-7	-3
8: CN(C)c1ccc(NC(=O)COC(=O)c2cc(Cl)ccc2[N+](=O)[O-])cc1
    0.1	-1	-9	6	-1	0	0	4	7
9: CCCOc1ccc(C(CC(=O)O)NC(=O)C(c2ccccc2)c2ccccc2)cc1 (stereo not drawn)
    0.1	-3	1	3	-3	2	-6	5	-5
10: CCCC(=O)N1CCC1(C)C(=O)Nc1ccc2nc(C)ccc2c1 (stereo not drawn)
    0.6	.	.	5	-16	-17	-2	-12	21
11: CC1CN(c2oc(-c3ccccc3Cl)nc2C#N)CC(C)O1 (stereo not drawn)
    -0.2	-10	-18	2	3	6	-3	2	-6
12: O=C(NCc1cc(C(F)(F)F)cc(C(F)(F)F)c1)C1CC(c2c(Cl)cccc2Cl)=NO1 (stereo not drawn)
    1.2	-8	-19	3	14	-27	-6	-5	22
13: O=C(Cc1cccc(C(F)(F)F)c1)N1CCCC1
    1.0	-10	0	-2	1	-16	-7	-6	11
14: COc1cc(C2C(C(C)=O)=C(O)C(=O)N2Cc2ccccc2)ccc1O (stereo not drawn)
    0.4	.	.	3	-2	-12	-1	-15	17
15: CC(C)c1nc(Cl)c(C#N)c2c1CSC(C)(C)C2
    0.5	-11	-27	8	-9	3	-10	-12	19
16: CN1CCN(c2nc3c(c(=O)n(C)c(=O)n3C)n2CCSc2nnnn2-c2ccccc2)CC1
    0.6	-1	-3	4	-5	1	-6	-6	1
17: O=C(NCCO)c1cc(-c2cc(C(=O)NCCO)c3ccccc3n2)nc2ccccc12
    -0.6	-9	22	2	1	3	0	1	-8
18: COC(=O)c1ccc(CSc2ncnc3ccccc23)o1
    -0.2	-4	1	0	0	25*	-5	2	-6
19: OC(c1ccc(Cl)cc1)c1ncc(-c2ccccc2Cl)[nH]1 (stereo not drawn)
    2.0	.	.	3	-20	-7	-3	0	2
20: O=C(CNC(=O)c1ccc(S(=O)(=O)N2CCCC2)cc1)N/N=C/c1ccc(Cl)cc1Cl
    0.2	-17	-17	4	-16	13	-6	-2	-8
21: CCNC(=S)Nn1cnc2ccccc21
    0.6	-1	2	4	-30	-9	-2	5	4
22: Cc1ccc(N2C(=O)c3ccccc3C2C(=O)c2cc(C)ccc2O)cc1 (stereo not drawn)
    -0.3	1	-14	0	-3	-13	-11	-7	13
23: CCN(CC)CCNc1oc(-c2ccccc2)nc1S(=O)(=O)c1ccccc1
    1.1	-10	-18	1	-5	-10	-5	20	4
24: COc1ccc(-c2cc(C(F)(F)F)nc(SCC(=O)NCc3cccs3)n2)cc1
    0.1	-5	-23	11	13	-48	-3	-7	17
25: CCn1cc(CN2CCN(Cc3ccsc3)C(CCO)C2)cn1 (stereo not drawn)
    0.3	-4	-1	4	-3	-13	-2	-20	15
26: CSCC(=O)N1CCCC(CNC(=O)c2ccc(-c3ccccc3)cc2)C1 (stereo not drawn)
    1.9	-3	-21	2	-16	-8	-3	24	4
27: Cc1cccc(Nc2nnc(SCC(O)=C(C#N)c3nc4ccccc4[nH]3)s2)c1
    -0.2	.	.	2	29	1	-3	6	-7
28: C=CCOc1ccc(/C=N/NC(=O)C(=O)Nc2ccccn2)cc1OC
    2.9	-19	-11	12	17	-11	-3	-13	18
29: O=C(C1CCCO1)N1CCN(S(=O)(=O)c2cc(F)ccc2F)CC1 (stereo not drawn)
    0.2	-4	-13	1	-4	-1	-3	4	-11
30: Cc1cc(C(=O)O)ccc1-n1c(C)cc(/C=C2\SC(=O)NC2=O)c1C
    12	1	-4	1	-2	13	2	4	-4
31: COc1ccc2[nH]c3c(N4CCc5ccccc5C4)ncnc3c2c1
    11	-17	15	10	36	9	0	5	-26
32: Cc1cccc([N+](=O)[O-])c1NC(=O)COC(=O)C1CCCO1 (stereo not drawn)
    0.0	1	-13	3	-5	-16	-3	-12	6
33: CCOc1ccc(CCNC(=O)CSc2nnnn2C)cc1OCC
    16*	-5	-7	2	0	1	-7	2	15
34: O=C(O)c1ccc(CNCc2cccc(Oc3ccccc3)c2)cc1
    0.7	-3	-4	0	-9	3	-5	-27	-21
35: Cc1cc(C)cc(S(=O)(=O)c2cnc3ccccc3n2)c1
    1.4	-8	7	-1	8	3	-15	1	11
36: COC(=O)C1CCN(CC(=O)NC(=O)NC2CCCCC2)CC1
    1.3	2	-6	0	-15	-15	-3	-8	15
37: COC(OC)C12c3ccccc3C(c3ccccc31)C1C(=O)N(c3cccnc3)C(=O)C12 (stereo not drawn)
    0.4	-5	-6	4	-7	-2	-5	10	-12
38: Cc1ccc(N/C=C(/C#N)c2ccsc2)cc1C
    0.0	-6	-20	10	35	-5	-4	-14	12
39: O=C1NC(c2ccc3c(c2)OCO3)Oc2ccccc21 (stereo not drawn)
    -0.3	-4	-2	2	1	-8	-4	-8	16
40: CCCc1c(C(=O)N/N=C(\C)c2ccccn2)nnn1-c1nonc1N
    -0.1	.	.	3	-15	2	-4	-7	6

Continued; it opens with the 2 that closed the last part.
Screens in order – CHO-K1 Ca ag	OXTR potentiate	CHO parental Ca	TAAR1 ag	TAAR1 antagonist	CHO-K1 Ca antag	CHRM1 agonist	M1 antag	CHO-K1 Ca PAM
39: O=C1NC(c2ccc3c(c2)OCO3)Oc2ccccc21 (stereo not drawn)
    -0.3	-4	-2	2	1	-8	-4	-8	16
40: CCCc1c(C(=O)N/N=C(\C)c2ccccn2)nnn1-c1nonc1N
    -0.1	.	.	3	-15	2	-4	-7	6
41: O=C(Cn1[nH]c(=O)c2ccccc2c1=O)NC1CCN(Cc2ccccc2)CC1
    0.5	-6	-5	0	1	-14	-7	-3	26
42: CCOc1ccc(C(C)=O)cc1CSc1nnnn1-c1ccc(O)cc1
    8.3	-7	8	5	14	-13	-3	-5	16
43: CC(=O)c1c(C)[nH]c(C(=O)NNC(=O)COc2cc(C)ccc2C(C)C)c1C
    1.8	-7	-19	10	-3	-21	-2	-10	12
44: COc1ccc(-c2ccc(C(=O)Nc3ccccc3)c3occc23)c(C)c1
    0.8	.	.	2	22	-9	-5	-1	3
45: O=C(NC1CCSc2ccccc21)c1cccc(Br)c1 (stereo not drawn)
    -0.1	-11	-13	-1	-2	4	-5	12	-14
46: COc1ccccc1NS(=O)(=O)c1cc(NC(=O)c2ccccc2[N+](=O)[O-])ccc1N1CCOCC1
    4.0	-5	9	9	39	-4	0	-1	3
47: O=C(O)CN1C(=O)C=CC1=O
    0.7	.	.	1	-8	-9	-3	-5	24
48: O=C(CC1C(=O)NCCN1Cc1ccccc1C(F)(F)F)NCCN1CCCCC1=O (stereo not drawn)
    1.8	-10	-9	2	-9	-12	0	-8	20
49: CCc1nnc(NC(=O)C=C(C)C)s1
    0.0	2	-10	8	3	-4	-2	-8	5
50: O=C(NCc1ccco1)c1cnn2c1NC(c1ccccc1)CC2C(F)(F)F (stereo not drawn)
    -0.8	1	-4	13	5	-29	-4	8	-3
51: Cc1ccc(S(=O)(=O)N2CCN(C(=O)c3ccc([N+](=O)[O-])cc3)C2)cc1
    0.3	-2	-15	2	8	-12	-8	-4	17
52: Cc1cc(C(=O)NNC(=S)Nc2ccccc2)nn1C
    0.2	-15	-5	7	-4	6	-2	1	-10
53: COc1cc(CCC(=O)OCC(=O)Nc2ccc(C(N)=O)cc2)cc(OC)c1OC
    0.8	-6	-7	4	14	-16	3	-11	13
54: O=C(O)C1=CC[C@@H](c2ccc(Cl)cc2)N(S(=O)(=O)c2ccc(Cl)cc2)[C@H]1c1ccccc1
    -0.3	-16	-12	-1	26	-8	-7	5	15
55: Cc1cc(C)nc(NC(=O)/C=C/c2ccc(Cl)cc2)n1
    0.4	-4	-2	0	1	-2	-3	-3	12
56: O=C1CCCc2nc(NCc3ccco3)ncc21
    -0.1	-18	-9	6	2	-8	-2	-22	16
57: O=C(N=Nc1c(O)[nH]c2ccc(Br)cc12)c1cc(-c2cccc3ccccc23)n[nH]1
    -0.5	-16	2	2	-3	4	-5	-10	0
58: Cc1ccc[n+](CC(=O)c2ccc(Cl)cc2)c1
    1.4	-10	-5	0	10	-14	-7	-8	24
59: CCN(CC)Cc1cc2ccccc2c2c1COC2
    1.1	1	-3	6	-11	-6	-7	5	21
60: CC(=O)Nc1nc(-c2cccc3ccccc23)cs1
    -0.1	-9	5	-1	-9	-7	-4	4	-2
61: CC(=O)N=c1ncn(CC(COC(C)=O)OC(C)=O)c2nc[nH]c12 (stereo not drawn)
    0.8	-16	-13	3	-16	-12	-2	1	8
62: NNC(=O)c1oc2nc(-c3ccco3)cc(-c3ccco3)c2c1N
    1.0	-6	-13	8	24	1	-4	-3	16
63: CCOC(=O)c1c(NC(=O)CN(CC)CC)sc2c1CCN(C(=O)OCC)C2
    -0.2	-4	-17	19	4	-19	-2	-16	6

Compound activity (PubChem BioAssay)
